High-throughput results as filed in PubChem BioAssay.
MT stabilize HCS: microtubule stabilization, imaging screen | HeLa tubulin immunostaining HCS, 24 h; share of cells brighter than vehicle mean+2SD | % tubulin-high responders, % at 10 µM | 0.83% of 200,000 active;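 active = plate Z-score above 3 for both tubulin-high and condensed-nucleus cell shares, with cell loss under 80%, at 10 µM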;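 also: anti alpha tubulin signal scored within the nucleus-defined area of each cell; some results filed as inactive read as strong as hits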
Dynein cargo inh: blocks dynein driven cargo transport along microtubules; 3617.4 mouse cells, GR-EGFP nuclear translocation imaging; test concentration mostly 20 µM; stimulated with dexamethasone, 1 µM; hits give low values; z-score, hits read low; 0.47% of 220,000 active; AID 1381;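 active = plate z-score of nuclear minus cytoplasmic receptor signal below a set negative limit, without overly bright fluorescence or cell loss, cut at about -3.5 in these data, passing the limit was not always enough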;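 also: z-score of nuclear minus cytoplasmic ring GR-EGFP intensity difference per well; some compounds called inactive have numbers as strong as hits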
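Buffer or medium: tet-free, stripped-serum medium; Also added: dexamethasone, 1.0 µM final; Technique: high-content fluorescence imaging after fixation; Times: 48 h induction, 1 h compound, 30 min dex at 37 °C; Read-out: per-cell GR-EGFP intensity, nucleus versus surrounding cytoplasmic ring, well-averaged.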
b-catenin transl: beta-catenin nuclear translocation modulation | HeLa beta-catenin nuclear translocation, immunofluorescence imaging | nuclear translocation activity, % at 5 µM | 0.3% of 190,000 active | AID 1665;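 active = nuclear translocation activity above 50% at 5 µM, with a well cell count of 50 or more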;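 also: per-cell ratio of nuclear to cytoplasmic median beta-catenin stain intensity; plate controls were DMSO negative control for no effect and GSK-3 inhibitor IX positive control for full effect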
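Test system: human HeLa cells, endogenous beta-catenin. Times: 24 h compound exposure, 37°C. Measured by: beta-catenin immunofluorescence imaging with DAPI.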
WT yeast gro inh: growth inhibition of WT yeast, mitochondrial fusion screen. mitochondrial fusion phenotypic screen, WT strain. inhibition, % at 10 µM. 2.1% of 190,000 active. AID 1362; in the data active = inhibition above about 58%; tested in S. cerevisiae
PMI inhibition: human PMI inhibitors, high substrate, primary screen, biochemical, fluorescence intensity, high mannose 6-phosphate (AID 1220) | recombinant PMI enzyme, coupled fluorescence intensity; higher % means a stronger effect | one-dose inhibition, % at 20 µM; IC50 in µM for titrated hits | 0.66% of 190,000 active
PMI inhibitors: inhibitors of human PMI, primary screen, biochemical, fluorescence intensity, coupled assay (AID 1209) | purified PMI enzyme, coupled fluorescence intensity; higher % means a stronger effect | inhibition, % at 20 µM, or IC50 in µM where a hit was titrated | 0.42% of 190,000 active;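 also: plate controls were DMSO vehicle for no effect and wells lacking substrate for full effect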
Ins promoter up: MIN6 insulin promoter up-regulation; MIN6 insulin promoter-GFP reporter, high-content imaging; hits give high values; z-score at 5 µM; 0.3% of 190,000 active; AID 1625;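 active = z-score above 3 at 5 µM with at least 500 cells counted in the well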
Yfh1-off respiration: mitochondrial function rescue without frataxin homolog – Friedreich's ataxia, plus single-dose screen, dose response (AID 1465) | S. cerevisiae Yfh1-off respiration, WST-1 reduction, 72 h; higher fold induction means a stronger effect | fold induction at 50 µM; hits with a dose series show EC50 in µM | 0.074% of 220,000 active;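 active = fold induction of absorbance versus untreated yeast above a set limit, then at least 30% activation at any dose in follow-up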;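 also: activators that raise dye reduction in frataxin-depleted yeast; strong numbers were not always called active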
Autophagy mod: autophagy modulation, high-content screen | MEF GFP-LC3 puncta imaging; test concentration mostly 10 µM | calls only at 10 µM (by protocol) | 0.98% of 190,000 active;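 active = percentage of spot-positive cells more than 3 SD above its plate mean, without a fluorescence outlier flag or 80% toxicity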;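 also: spot-positive cell cutoff set from DMSO-treated cells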
WT yeast gro inh mutant strain: recorded beside WT yeast gro inh, whose call it bears; inhibition, %; mitochondrial fusion phenotypic screen, mutant strain inhibition
Dynein cargo inh cytoplasmic EGFP: further read-out of Dynein cargo inh, marked with its call; z-score; measured here: cytoplasmic GR-EGFP intensity; hits give high values
Dynein cargo inh nuclear GR-EGFP: second read-out of Dynein cargo inh, no call of its own (marks repeat the call); z-score; measured here: nuclear GR-EGFP intensity;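 lower value marks the stronger effect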
Dynein cargo inh cell count: also measured in Dynein cargo inh; calls as there; z-score; measured here: cell count per field
Ins promoter up cell count: second read-out of Ins promoter up, no call of its own (marks repeat the call); cell count; measured here: cytotoxicity, nuclei count;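 total cells summed across four imaged fields per well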
b-catenin transl cell count 5 µM: also measured in b-catenin transl; calls as there; cell count; measured here: cell count, cytotoxicity flag
MT stabilize HCS Hoechst-high %: further read-out of MT stabilize HCS, marked with its call; % Hoechst-high responders; measured here: nuclear condensation Hoechst responders;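 share of cells brighter than vehicle mean plus two SD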
MT stabilize HCS cytotoxicity %: recorded beside MT stabilize HCS, whose call it bears; toxicity, %; measured here: cytotoxicity by cell density;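 0% = mean cell density of plate MIN control wells and 100% = no cells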
Autophagy mod cell loss 18 h: further read-out of Autophagy mod, marked with its call; toxicity, %; measured here: cell loss, nuclei count;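 cell loss after 18 h compound exposure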
* hit, by the source's call; i = inactive; nt = not tested or not shown; + = active, no number. Rule as the data show it, unless noted: active = inhibition above about 50%; inactive = the rest.

SMILES | MT stabilize HCS | MT stabilize HCS Hoechst-high % | MT stabilize HCS cytotoxicity % | Dynein cargo inh | Dynein cargo inh cytoplasmic EGFP | Dynein cargo inh nuclear GR-EGFP | Dynein cargo inh cell count | b-catenin transl | b-catenin transl cell count 5 µM | WT yeast gro inh | WT yeast gro inh mutant strain | PMI inhibition | PMI inhibitors | Ins promoter up | Ins promoter up cell count | Yfh1-off respiration | Autophagy mod | Autophagy mod cell loss 18 h
COc1ccc(/C=N/NC(=O)c2cccc(NC(=O)c3ccc(Cl)cc3)c2)c(OC)c1 | 2.2 | 1.4 | 1.6 | 0.12 | -0.29 | 0.88 | -0.13 | nt | nt | -10 | -8 | -4% | -4% | -0.53 | 1140 | i | i | -13
CC(=O)c1ccc2c(c1)Cc1cc(C(C)=O)ccc1-2 | 3.7 | 1.8 | 3.7 | 0.14 | -0.27 | 0.25 | 0.27 | 2.0 | 798 | 1 | -2 | 4% | 7% | -0.51 | 1458 | i | i | -19
O=C(O)c1ccccc1/C=N/NC(=O)c1cc(-c2ccco2)nc2ccccc12 | nt | nt | nt | -0.11 | -0.26 | -0.1 | 0.61 | 1.1 | 1016 | nt | nt | nt | nt | 0.05 | 1363 | i | nt | nt
CC1(Cc2ccc3c(c2)OCO3)NC(=O)NC1=O (stereo unspecified) | 3.4 | 1.8 | 9.0 | -0.43 | -0.22 | 0.21 | -0.099 | 0.2 | 1136 | -14 | 2 | -14% | -6% | 1.1 | 1084 | i | i | 12
O=C(NC(=S)Nc1ccc(F)c([N+](=O)[O-])c1)c1ccccc1F | 2.3 | 2.4 | 7.2 | -0.57 | -0.31 | -0.34 | 0.37 | 2.9 | 1108 | 13 | -15 | 5% | 9% | 0.09 | 1285 | i | i | 2
CCCN1CNc2c(c(=O)[nH]c(=S)n2-c2ccc(Cl)cc2)C1 | 2.0 | 2.6 | 6.5 | -1 | -0.33 | -0.62 | 1.2 | nt | nt | -17 | -4 | 22% | 30% | -0.12 | 991 | i | i | -4
COc1cc(/C=C(/C(=O)c2cccs2)c2nc3ccccc3[nH]2)cc(OC)c1O | 6.4 | 4.7 | 24 | -4.6* | 0.91* | -2.4* | 0.43* | nt | nt | 18 | 6 | 21% | 27% | nt | nt | i | + | 25*
Cc1cccc(Cl)c1NC(=S)N1CCN(c2ccc([N+](=O)[O-])cn2)CC1 | nt | nt | nt | -0.19 | -0.19 | 0.35 | 0.23 | -0.1 | 1353 | nt | nt | nt | nt | -0.16 | 981 | i | nt | nt
C=CCn1c(CNC(=O)c2cccs2)nnc1SCC(=O)Nc1ccc(C(=O)O)cc1 | 2.6 | 1.5 | 7.9 | -0.63 | -0.11 | 0.28 | 1 | -0.9 | 1064 | -2 | 2 | -28% | -13% | 1.3 | 871 | i | i | -3
Cc1ccc(OCC(=O)O/N=C(\N)c2cccc([N+](=O)[O-])c2)cc1C | nt | nt | nt | 1.3 | -0.28 | 0.6 | -0.58 | -2.4 | 1118 | nt | nt | nt | nt | -0.16 | 1418 | i | nt | nt
CC(=O)OCc1ccccc1Sc1ccccc1C(=O)NCc1ccccc1 | nt | nt | nt | -0.42 | -0.26 | -0.41 | 0.51 | -0.9 | 1326 | nt | nt | nt | nt | 0.85 | 1552 | i | nt | nt
C(#Cc1ccc(C#CCN2CCOCC2)cc1)CN1CCOCC1 | 2.4 | 2.9 | 11 | 0.63 | -0.17 | 0.62 | -0.49 | 0.7 | 672 | -2 | 7 | -8% | -14% | -1.3 | 1263 | i | i | -14
O=C(CSc1ccc2nnc(-c3cccnc3)n2n1)N1CCc2ccccc21 | nt | nt | nt | nt | nt | nt | nt | 0.0 | 938 | 1 | 2 | -1% | 1% | -0.48 | 1729 | nt | nt | nt
CC(C)CC(=O)Nc1sc2c(c1C(=O)O)CCCCC2 | 3.5 | 3.1 | 3.7 | -0.58 | -0.32 | 0.069 | 0.75 | -1.0 | 1497 | 1 | 19 | -1% | -4% | -0.08 | 1464 | i | i | 6
CCSc1nnc(NC(=O)C2Cc3ccccc3CN2C(=O)c2ccco2)s1 (stereo unspecified) | 4.9 | 2.5 | 1.9 | -0.47 | 0.0029 | 0.35 | 0.13 | -2.4 | 916 | -12 | 10 | 0% | -1% | -0.08 | 1259 | i | i | 3
Cc1ccc([N+](=O)[O-])c(OCCCN2C(=O)NC(C)(C)C2=O)c1 | 1.5 | 2.1 | 5.8 | -0.13 | 0.12 | 0.19 | 0.67 | 2.4 | 903 | -9 | -4 | 2% | 3% | -0.16 | 1586 | i | i | -36
O=C(O)c1ccc(NC(=S)N2CCCCC2)cc1 | 1.5 | 1.1 | 7.8 | -0.96 | -0.38 | -0.23 | 1.2 | 1.6 | 965 | -16 | -10 | -4% | -1% | 1.1 | 1602 | i | i | -17
O=c1[nH]c(Cn2nnc(-c3ccccc3)n2)nc2scc(-c3ccccc3)c12 | 0.6 | 1.8 | 6.6 | -0.95 | -0.19 | -0.53 | 1.3 | -3.2 | 742 | 8 | 15 | 5% | -7% | -0.48 | 1408 | i | i | -6
Cc1nc2ncnn2c(C)c1Cc1ccc(Cl)cc1 | 2.6 | 1.5 | 9.6 | 0.58 | -0.17 | 0.47 | -0.5 | 2.0 | 1025 | -2 | -7 | 11% | 17% | 0.63 | 907 | i | i | -9
O=[N+]([O-])c1ccccc1/C=C/C=N/n1c(-c2ccco2)n[nH]c1=S | 5.1 | 1.3 | 7.7 | 1.5 | -0.025 | 0.97 | -0.99 | 1.8 | 964 | -9 | -1 | 9% | 7% | -0.93 | 1507 | i | i | -24
Cc1ccccc1Nc1ncc(C#N)c(N)n1 | nt | nt | nt | -0.26 | -0.3 | -0.2 | 0.81 | -1.2 | 1351 | nt | nt | nt | nt | 0.27 | 1042 | i | nt | nt
S=c1[nH]nc(-c2cccc(Br)c2)o1 | 3.2 | 1.2 | 0.8 | 0.68 | -0.2 | 0.76 | 0.91 | -0.6 | 1048 | -12 | -30 | -19% | -7% | 0.14 | 1158 | i | i | -1
O=C(/C=C/c1ccco1)N(Cc1ccc(Cl)cc1)C1CCS(=O)(=O)C1 (stereo unspecified) | nt | nt | nt | -0.2 | -0.26 | 0.48 | -0.068 | 1.4 | 1317 | nt | nt | nt | nt | 0.54 | 1039 | i | nt | nt
O=C(c1ccco1)N1CCN(c2nc3ccccc3n3nnnc23)CC1 | 3.7 | 3.2 | 10 | -0.78 | -0.05 | -0.15 | 0.034 | 0.5 | 1053 | -11 | 4 | 4% | 10% | 0.04 | 1987 | i | i | -21
CCOc1ccc(NC(=O)C2CCCCN2S(=O)(=O)c2ccccc2)cc1 (stereo unspecified) | 1.6 | 1.5 | 7.5 | -1.6 | -0.3 | -0.69 | 0.74 | nt | nt | -11 | 0 | -17% | -2% | -0.52 | 945 | i | i | 29
CC(=O)Nc1ccc(S(=O)(=O)Nc2cccc(-c3cn4cccnc4n3)c2)cc1 | 2.0 | 2.5 | 4.6 | 1.3 | -0.19 | 0.8 | -0.46 | -0.3 | 1129 | -2 | 3 | -11% | -31% | nt | nt | i | i | 8
CCCc1cc(=O)oc2cc(C)c3c(C)coc3c12 | 6.1 | 1.7 | 4.6 | 0.46 | -0.34 | 0.75 | -0.56 | -6.1 | 1042 | 7 | 2 | 8% | 2% | -0.97 | 1198 | i | i | 7
COc1ccc(-c2nn(-c3ccccc3)cc2C(=O)N2c3ccc(C)cc3C3CN(C)CCC32)cc1 (stereo unspecified) | 2.9 | 1.7 | 6.0 | 0.51 | -0.33 | -0.048 | -0.059 | 0.8 | 1021 | 12 | 11 | 20% | 14% | -1.2 | 1338 | i | + | 8.2*
COc1ccccc1C(=O)Nc1nc(-c2ccc(S(=O)(=O)N3CCOCC3)cc2)cs1 | 1.3 | 0.8 | 10 | 1.9 | 0.014 | 1.1 | -0.44 | 3.6 | 926 | 11 | 10 | 14% | 24% | nt | nt | i | i | 14
COCCN(Cc1cc2ccccc2[nH]c1=O)C(=O)c1ccccc1OC | 4.0 | 1.9 | 5.2 | 1.5 | -0.095 | 1.7 | -1 | -4.7 | 1266 | -2 | -1 | 6% | 12% | -0.03 | 1270 | i | i | -16
N#C/C(=C\c1ccc(N2CCOCC2)c([N+](=O)[O-])c1)c1nc2ccccc2[nH]1 | 2.5 | 0.7 | 12 | -0.68 | -0.24 | -0.49 | 0.17 | 0.1 | 985 | 3 | -1 | -5% | 0% | nt | nt | i | i | -18
C=CCN1C(=O)C2(NC(=O)c3ccccc3N2)c2ccccc21 (stereo unspecified) | 7.3 | 23 | 22 | 0.23 | -0.18 | 0.65 | -0.19 | 2.5 | 959 | -8 | -20 | -4% | -1% | -0.16 | 1433 | i | i | -17
Nc1ccc(N2CCCCC2)c(S(=O)(=O)Nc2ccccc2Cl)c1 | nt | nt | nt | 0.97 | 0.046 | 0.57 | -2.5 | 0.5 | 1297 | nt | nt | nt | nt | 0.24 | 1030 | i | nt | nt
CCn1nnnc1SCCSc1nnnn1CC | 4.0 | 1.0 | 0.8 | 1.3 | 0.39 | 1.9 | -3.3 | 0.3 | 986 | 2 | 8 | 2% | 5% | -1.1 | 1628 | i | i | 0
O=C1C=C(NCCOC23CC4CC(CC(C4)C2)C3)C2(CCCCC2)O1 | 1.2 | 1.7 | 7.3 | -0.6 | -0.25 | -0.45 | 0.63 | -4.7 | 1095 | 5 | -13 | -3% | -3% | -0.15 | 1178 | i | i | -6

Outcome played no part in choosing rows; any-hit rate near 5%.
